VIM-2 inh: inhibitors of Pseudomonas aeruginosa VIM-2 metallo-beta-lactamase | 0.89% of 290,000 active | inhibition, % at 5.6 µM | purified VIM-2, nitrocefin hydrolysis, epi-absorbance fluorescence;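 active means inhibition above the mean of all tested compounds plus 3 SD, cutoff set per screening run, cut at about 7.5% in these data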;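 further: red hydrolysis product quenches plate fluorescence so inhibitors raise well fluorescence; 0% = enzyme with DMSO and 100% = DMSO without enzyme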
IMP-1 inhibitor: inhibitors of Pseudomonas aeruginosa IMP-1 metallo-beta-lactamase. AID 1556. 0.45% of 290,000 active. inhibition, % at 5.6 µM. purified IMP-1, nitrocefin hydrolysis, epi-absorbance fluorescence;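 active means inhibition above the mean plus 3 SD of all compounds in the same screening run, cut at about 4.5% in these data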;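 further: 0% = IMP-1 with DMSO and 100% = DMSO wells lacking enzyme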
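Assay system: purified recombinant IMP-1 beta-lactamase. Input: IMP-1 0.2 nM before substrate addition. Buffer or medium: Zinc- and detergent-supplemented HEPES buffer, pH 7.1. Schedule: 25 °C, 15 min preincubation, 25 min reaction. Signal: Epi-absorbance fluorescence, 480 nm excitation, 530 nm emission. Evaluation: percent inhibition from optical density relative to buffer-blank wells.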
NS3 helicase inh: HCV NS3 helicase inhibition. 0.56% of 290,000 active. NS3 helicase DNA unwinding, Cy5 molecular beacon fluorescence. inhibition, % at 10.9 µM. AID 1800;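 active means inhibition above the mean of all tested compounds plus 3 SD, set per campaign, cut at about 35% in these data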;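 further: 0% = DMSO wells and 100% = thioflavine S control wells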
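Control set: DMSO versus 110 µM thioflavine S; Material: NS3 helicase fragment of HCV; Measured by: Cy5 fluorescence at 0 and 60 min, beacon hairpin quenching; Read-out basis: percent inhibition from t60/t0 fluorescence ratio; Times: reaction time 60 min, 25 °C; Repeats: single replicate; Compound dosing: single dose, 10.9 µM nominal final, DMSO 0.8% final.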
UBC9 SUMO inh: SUMOylation inhibition | inhibition, % at 35 µM | P63279 | HTRF SUMOylation assay, SAE1/SAE2 + UBC9, in vitro | 0.36% of 290,000 active; in the data active means inhibition above about 50%, passing the limit was not always enough; further: strong numbers were not always called active
Target sequence (P63279 whole entry, looked up): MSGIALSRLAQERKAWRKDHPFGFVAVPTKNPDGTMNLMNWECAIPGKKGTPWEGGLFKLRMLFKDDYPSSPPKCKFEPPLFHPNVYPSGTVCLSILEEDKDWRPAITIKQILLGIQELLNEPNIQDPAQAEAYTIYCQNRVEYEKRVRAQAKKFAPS
MEKK3 PB1 HTS: modulators (inhibitors or enhancers) of MEK5 binding to human MEKK3 PB1 domain. bead-based flow cytometry, Alexa488-MEK5 binding to MEKK3; actives lie on both sides; 0 = blocked by unlabeled MEK5, 100 = vehicle. 1.4% of 290,000 active. Q99759. AID 1529. binding response (% of control), % at 10 µM;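 active means binding response more than 3 SD above or below the average of its plate-row segment, actives on both sides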;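 further: Alexa488 bead fluorescence after subtracting the streptavidin-only scavenger bead signal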
Target sequence (Q99759 whole entry, looked up, the tested form may be a part): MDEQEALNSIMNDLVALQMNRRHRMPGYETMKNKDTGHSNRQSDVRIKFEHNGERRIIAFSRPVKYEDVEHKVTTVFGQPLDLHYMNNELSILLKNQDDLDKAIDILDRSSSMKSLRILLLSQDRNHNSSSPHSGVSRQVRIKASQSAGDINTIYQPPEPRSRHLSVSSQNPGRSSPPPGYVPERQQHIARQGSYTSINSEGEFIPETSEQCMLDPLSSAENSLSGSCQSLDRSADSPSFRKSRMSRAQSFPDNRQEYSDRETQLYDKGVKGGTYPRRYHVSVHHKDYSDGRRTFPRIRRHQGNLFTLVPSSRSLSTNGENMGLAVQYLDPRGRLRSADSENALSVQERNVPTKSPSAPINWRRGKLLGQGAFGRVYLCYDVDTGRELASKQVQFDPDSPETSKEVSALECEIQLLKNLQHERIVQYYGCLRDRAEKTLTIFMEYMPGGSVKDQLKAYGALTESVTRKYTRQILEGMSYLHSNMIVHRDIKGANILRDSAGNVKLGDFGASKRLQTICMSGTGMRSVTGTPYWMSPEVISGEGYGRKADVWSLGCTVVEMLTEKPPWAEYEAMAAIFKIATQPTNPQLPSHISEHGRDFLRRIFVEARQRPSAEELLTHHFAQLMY
PHOSPHO1 block: PHOSPHO1 (human) inhibition | Q8TCT1 | inhibition, % at 13.3 µM | recombinant PHOSPHO1, absorbance phosphatase assay | 1.1% of 290,000 active; in the data active means inhibition above about 60%
Target sequence (Q8TCT1 whole entry, looked up): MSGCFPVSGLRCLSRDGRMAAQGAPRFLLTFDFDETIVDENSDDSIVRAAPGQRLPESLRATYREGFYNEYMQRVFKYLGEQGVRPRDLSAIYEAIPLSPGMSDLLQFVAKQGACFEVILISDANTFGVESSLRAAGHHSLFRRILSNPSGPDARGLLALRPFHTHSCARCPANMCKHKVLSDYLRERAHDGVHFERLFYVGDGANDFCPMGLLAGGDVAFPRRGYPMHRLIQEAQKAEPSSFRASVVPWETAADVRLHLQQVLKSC
IDE cell activ: activators of human insulin-degrading enzyme in cells; P14735; 0.073% of 340,000 active; HEK cells, FAbeta-B cleavage, fluorescence polarization; 0% vehicle, 100% cell-free pure enzyme wells; activation, % at 5.96 µM;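 active means activation above the mean of all tested compounds plus 3 SD, set per screening campaign, cut at about 17% in these data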
FID counter: fluorescent intercalator displacement, NS3 helicase counter-screen. DNA fluorescent intercalator displacement, fluorescence. inhibition, % at 7.9 µM. 0.17% of 290,000 active; in the data active means inhibition above about 37%;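 further: 0% = vehicle and 100% = reference compound; higher means more ethidium bromide displaced from hairpin DNA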
pCIP destab: p/CIP protein destabilization. Q05BA5. F442A p/CIP-EGFP cells, EGFP fluorescence, 16 h. decrease of EGFP signal, % at 10 µM. 0.01% of 290,000 active;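 active means EGFP signal decrease of at least 30% at 10 µM or well 3 SD below plate mean, unless failing retest; inactive means the rest, including hits failing retest or dose response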; further: some compounds called inactive have numbers as strong as hits; many of its hits are not listed in these tables
Starred values were filed as active, the others as inactive.

Results for COc1ccc(C2C=C(c3ccc(F)cc3)NC(=S)N2)cc1OC (stereo unspecified) ?
VIM-2 inh: -2.3; IMP-1 inhibitor: -0.8; NS3 helicase inh: 2.4; UBC9 SUMO inh: 3.7; MEKK3 PB1 HTS: 96.0; PHOSPHO1 block: -30.8; IDE cell activ: -0.5; FID counter: -15.3; pCIP destab: -14.0

What do the screens show for `O=S(=O)(c1ccccc1)N1N=C(c2ccccc2)CC1c1ccco1` (stereo unspecified)?
VIM-2 inh: -1.7; IMP-1 inhibitor: -1.7; NS3 helicase inh: 6.9; UBC9 SUMO inh: -11.0; MEKK3 PB1 HTS: 93.0; PHOSPHO1 block: 30.1; FID counter: -16.4; pCIP destab: -16.1

How did COC(=O)NCC(C)OC(=O)Nc1cccc(Cl)c1 (stereo unspecified) do in these assays?
VIM-2 inh: 1.0; IMP-1 inhibitor: -0.5; NS3 helicase inh: -2.8; UBC9 SUMO inh: 7.6; MEKK3 PB1 HTS: 103.0; PHOSPHO1 block: 7.5; IDE cell activ: 0.6; FID counter: 2.2; pCIP destab: -5.9

What do the screens show for `Cc1ccccc1C(=O)Nc1ccc(N2CCCCCC2)cc1`?
VIM-2 inh: -3.3; IMP-1 inhibitor: -0.6; NS3 helicase inh: -5.2; UBC9 SUMO inh: -21.1; MEKK3 PB1 HTS: 80.0; PHOSPHO1 block: 24.9; IDE cell activ: 1.0; FID counter: -13.1; pCIP destab: -7.9

What do the screens show for `COc1cc2c(cc1OC)C(c1ccc([N+](=O)[O-])cc1)NC(=O)C2` (stereo unspecified)?
VIM-2 inh: -1.3; IMP-1 inhibitor: -2.0; NS3 helicase inh: -6.7; UBC9 SUMO inh: 19.5; MEKK3 PB1 HTS: 99.0; PHOSPHO1 block: 34.0; IDE cell activ: 1.4; FID counter: -6.3; pCIP destab: -8.6

What do the screens show for `COc1cc2c(cc1OC)C(C)N(S(=O)(=O)c1ccc(C)cc1)CC2` (stereo unspecified)?
VIM-2 inh: 1.2; IMP-1 inhibitor: 1.9; NS3 helicase inh: 32.9; UBC9 SUMO inh: -0.8; MEKK3 PB1 HTS: 102.0; PHOSPHO1 block: 24.8; IDE cell activ: -1.4; FID counter: -27.4; pCIP destab: -3.5

Results for CCc1cccc(NC(=O)C2CCN(S(=O)(=O)c3cccs3)CC2)c1 ?
VIM-2 inh: -2.1; IMP-1 inhibitor: -5.0; NS3 helicase inh: -1.6; UBC9 SUMO inh: -15.2; MEKK3 PB1 HTS: 108.0; PHOSPHO1 block: -1.4; IDE cell activ: 0.4; FID counter: -9.8; pCIP destab: -12.7

What do the screens show for `O=C(CN1CCN(c2ccccc2O)CC1)NCCCc1ccccc1`?
VIM-2 inh: 0.8; IMP-1 inhibitor: -2.8; NS3 helicase inh: -9.8; UBC9 SUMO inh: -14.7; MEKK3 PB1 HTS: 100.0; PHOSPHO1 block: -29.8; IDE cell activ: 3.2; FID counter: -17.9; pCIP destab: 19.4

Results for O=C(Nc1ccc(-c2nnn(CC(=O)N3CCN(C(=O)c4ccco4)CC3)n2)cc1)c1ccccc1F ?
VIM-2 inh: -2.4; IMP-1 inhibitor: -1.1; NS3 helicase inh: 4.3; UBC9 SUMO inh: -7.0; MEKK3 PB1 HTS: 100.0; PHOSPHO1 block: 15.3; FID counter: -23.3; pCIP destab: -9.1

What do the screens show for `O=C(Nc1ccc2oc(-c3ccncc3)nc2c1)c1ccc(F)cc1`?
VIM-2 inh: -0.9; IMP-1 inhibitor: -1.5; NS3 helicase inh: -0.9; UBC9 SUMO inh: 20.6; MEKK3 PB1 HTS: 98.0; PHOSPHO1 block: -12.6; IDE cell activ: -5.7; FID counter: -17.0; pCIP destab: -1.6

Results for CC1CC(C)CN(CCCNC(=O)Cn2cccc2C(=O)c2ccccc2)C1 (stereo unspecified) ?
VIM-2 inh: 1.0; IMP-1 inhibitor: 3.3; NS3 helicase inh: 16.3; UBC9 SUMO inh: -1.6; MEKK3 PB1 HTS: 102.0; PHOSPHO1 block: -1.2; IDE cell activ: 3.5; FID counter: 20.5; pCIP destab: 0.3

Results for C=CCn1c(=O)c2ccccc2n2c(SC(C)C(N)=O)nnc12 (stereo unspecified) ?
VIM-2 inh: -0.5; IMP-1 inhibitor: -3.4; NS3 helicase inh: 9.6; UBC9 SUMO inh: 11.2; MEKK3 PB1 HTS: 101.0; PHOSPHO1 block: -1.4; IDE cell activ: 8.5; FID counter: -5.3; pCIP destab: -3.2

Results for CC1CN(C(=O)c2cc3cc(Cl)cc(Cl)c3oc2=O)CC(C)O1 (stereo unspecified) ?
VIM-2 inh: 3.8; IMP-1 inhibitor: -0.6; NS3 helicase inh: -3.1; UBC9 SUMO inh: -0.5; MEKK3 PB1 HTS: 101.0; PHOSPHO1 block: -22.9; IDE cell activ: 3.1; FID counter: -0.9; pCIP destab: 2.0

How did CCCCNC(=S)NC(=O)c1ccccc1Br do in these assays?
VIM-2 inh: -2.9; IMP-1 inhibitor: -3.0; NS3 helicase inh: -3.3; UBC9 SUMO inh: -15.4; MEKK3 PB1 HTS: 154.0*; PHOSPHO1 block: -2.8; IDE cell activ: -2.8; FID counter: -4.0; pCIP destab: 12.5

How did CN(Cc1cnccn1)C(=O)CC1C(=O)NCCN1Cc1cccc(Oc2ccccc2)c1 (stereo unspecified) do in these assays?
VIM-2 inh: -7.3; IMP-1 inhibitor: -2.6; NS3 helicase inh: -10.7; UBC9 SUMO inh: -11.7; MEKK3 PB1 HTS: 96.0; PHOSPHO1 block: 40.8; IDE cell activ: 2.6; FID counter: -20.3; pCIP destab: -4.8

How did CCCCc1cc2c(c(NC(=O)CC)n1)c(=O)oc1ccccc12 do in these assays?
VIM-2 inh: -0.5; IMP-1 inhibitor: -2.3; NS3 helicase inh: 0.6; UBC9 SUMO inh: 4.4; MEKK3 PB1 HTS: 90.0; PHOSPHO1 block: -2.4; IDE cell activ: -0.9; FID counter: -1.8; pCIP destab: 8.3

What do the screens show for `O=C(Nc1ccn(Cc2ccc(Cl)cc2)n1)c1ccccc1`?
VIM-2 inh: -3.5; IMP-1 inhibitor: -1.5; NS3 helicase inh: -2.0; UBC9 SUMO inh: -19.2; MEKK3 PB1 HTS: 109.0; PHOSPHO1 block: -21.6; IDE cell activ: -2.5; FID counter: -14.8; pCIP destab: -4.5

How did CCCOc1ccc(-c2c(=O)n(OCc3ccc([N+](=O)[O-])cc3)c3ccccc3[n+]2[O-])cc1 do in these assays?
VIM-2 inh: 0.7; IMP-1 inhibitor: -3.5; NS3 helicase inh: -1.9; UBC9 SUMO inh: -5.4; MEKK3 PB1 HTS: 104.0; PHOSPHO1 block: -16.4; IDE cell activ: 9.2; FID counter: 1.2; pCIP destab: 0.3

How did COC(=O)C1=CN(CC2CCCO2)C=C(C(=O)OC)C1c1cc(OC)c(OC)c(OC)c1 (stereo unspecified) do in these assays?
VIM-2 inh: 0.4; IMP-1 inhibitor: -0.1; NS3 helicase inh: 4.8; UBC9 SUMO inh: 30.0; MEKK3 PB1 HTS: 98.0; PHOSPHO1 block: -2.6; IDE cell activ: 4.0; FID counter: -21.3; pCIP destab: -45.6

Results for CC(CN1CCOCC1)OC(=O)c1cccc(Br)c1 (stereo unspecified) ?
VIM-2 inh: -4.4; IMP-1 inhibitor: -5.2; NS3 helicase inh: 3.6; UBC9 SUMO inh: -10.6; MEKK3 PB1 HTS: 100.0; PHOSPHO1 block: -2.0; IDE cell activ: 1.7; FID counter: 2.0; pCIP destab: 6.3

What do the screens show for `Cc1cc(C(=O)CSc2nc3ccccc3[nH]2)c(C)n1CC1CCCO1` (stereo unspecified)?
VIM-2 inh: -0.5; IMP-1 inhibitor: -2.2; NS3 helicase inh: 3.6; UBC9 SUMO inh: 28.6; MEKK3 PB1 HTS: 87.0; PHOSPHO1 block: 34.3; IDE cell activ: 3.9; FID counter: -23.5; pCIP destab: -26.6

What do the screens show for `Cc1ccc(N(C(=O)CNC(=O)c2ccco2)C(C(=O)NC2CCCC2)c2cccnc2)cc1C` (stereo unspecified)?
VIM-2 inh: -3.0; IMP-1 inhibitor: -4.0; NS3 helicase inh: 2.6; UBC9 SUMO inh: 18.2; MEKK3 PB1 HTS: 108.0; PHOSPHO1 block: 9.1; IDE cell activ: -3.0; FID counter: -33.2; pCIP destab: 4.2

How did O=C(O)c1ccc(Oc2cccc([N+](=O)[O-])c2)cc1C(=O)O do in these assays?
VIM-2 inh: 5.0; IMP-1 inhibitor: 3.2; NS3 helicase inh: 4.7; UBC9 SUMO inh: 16.6; MEKK3 PB1 HTS: 97.0; PHOSPHO1 block: 20.3; IDE cell activ: -0.5; FID counter: 3.3; pCIP destab: -15.0

What do the screens show for `CN1CCN(C(=O)CSc2cc(=O)n(C)c3ccccc23)CC1`?
VIM-2 inh: 31.1*; IMP-1 inhibitor: -2.9; NS3 helicase inh: 3.6; UBC9 SUMO inh: 4.5; MEKK3 PB1 HTS: 101.0; PHOSPHO1 block: 39.2; IDE cell activ: 2.8; FID counter: 5.6; pCIP destab: -2.7

Results for CC(/C=C/c1ccco1)=N/NC(=O)CNc1ccccc1C ?
VIM-2 inh: -2.7; IMP-1 inhibitor: -2.4; NS3 helicase inh: 3.2; UBC9 SUMO inh: -7.1; MEKK3 PB1 HTS: 100.0; PHOSPHO1 block: -10.0; IDE cell activ: 2.1; FID counter: -9.5; pCIP destab: -6.2

Results for CCC(C)n1c(=O)c(C(=O)Nc2ccccc2S(N)(=O)=O)c(O)c2ccccc21 (stereo unspecified) ?
VIM-2 inh: -2.8; IMP-1 inhibitor: -0.5; NS3 helicase inh: -5.3; UBC9 SUMO inh: 4.6; MEKK3 PB1 HTS: 106.0; PHOSPHO1 block: 8.7; IDE cell activ: 0.9; FID counter: 0.5; pCIP destab: -12.1

Results for COc1ccc(C(=O)N=c2sc3c(C)ccc(OC)c3n2C)cc1OC ?
VIM-2 inh: -1.9; IMP-1 inhibitor: -0.7; NS3 helicase inh: -0.7; UBC9 SUMO inh: 19.4; MEKK3 PB1 HTS: 104.0; PHOSPHO1 block: 3.4; IDE cell activ: -0.8; FID counter: -1.6; pCIP destab: -7.1

Of the compounds above, two have bromine.
How did CCCCNC(=S)NC(=O)c1ccccc1Br do in these assays?
VIM-2 inh: -2.9; IMP-1 inhibitor: -3.0; NS3 helicase inh: -3.3; UBC9 SUMO inh: -15.4; MEKK3 PB1 HTS: 154.0*; PHOSPHO1 block: -2.8; IDE cell activ: -2.8; FID counter: -4.0; pCIP destab: 12.5

Results for CC(CN1CCOCC1)OC(=O)c1cccc(Br)c1 (stereo unspecified) ?
VIM-2 inh: -4.4; IMP-1 inhibitor: -5.2; NS3 helicase inh: 3.6; UBC9 SUMO inh: -10.6; MEKK3 PB1 HTS: 100.0; PHOSPHO1 block: -2.0; IDE cell activ: 1.7; FID counter: 2.0; pCIP destab: 6.3

A portion of the library, so the mix of outcomes need not match the whole.
